Assay outcomes as filed in PubChem.
Vif imaging = blocks HIV Vif function. HEK293T cells, Vif self-association by quenched fluorescence, imaging, 24 h. inhibition, % at 7.49 µM. 340,000 compounds, 0.35% hits. AID 602346; in the data active means inhibition above about 50%, passing the limit was not always enough; further: some results filed as inactive read as strong as hits
aDG glyco up = increases alpha dystroglycan glycosylation; 360,000 compounds, 0.22% hits; activation, % at 10 µM; Pro5-aDG cells, alpha-DG glycosylation AlphaScreen (IIH6); 0% Pro5, 100% B10-LARGE cell signal;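 active means activation of at least 8% versus controls, or a plate z-score of at least 8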;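 further: Pro5 are CHO cells carrying HIG-tagged alpha-DG that lacks glycosylation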
Glyco luc inh = blocks N-linked glycosylation in D54 reporter cells | D54 ERlucT glycosylation luciferase reporter, 24 h; percent of 100 nM tunicamycin response | reporter increase, % at 12.5 µM | 360,000 compounds, 0.23% hits | AID 588692;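 active means mean luciferase reporter signal, scaled so untreated is 0 and the glycosylation-blocking control 100, at or above a set limit in every replicate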;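 further: luciferase carries N-glycosylation sites so blocking glycosylation raises the light; 0% = median of neutral control wells and 100% = median of 100 nM tunicamycin wells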
MC4R antagonist = human MC4R antagonism in cAMP assay; P32245; MC4R-expressing cells, MTII-stimulated cAMP, LANCE TR-FRET; 360,000 compounds, 0.48% hits; inhibition, % at 6.5 µM; AID 540295;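 active means inhibition above its plate's cutoff, the mean of tested wells on that plate plus 3 SD, cut at about 29% in these data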;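 further: 0% = Melanotan II alone and 100% = Melanotan II plus saturating MCL0020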
Target sequence (P32245 whole entry, looked up): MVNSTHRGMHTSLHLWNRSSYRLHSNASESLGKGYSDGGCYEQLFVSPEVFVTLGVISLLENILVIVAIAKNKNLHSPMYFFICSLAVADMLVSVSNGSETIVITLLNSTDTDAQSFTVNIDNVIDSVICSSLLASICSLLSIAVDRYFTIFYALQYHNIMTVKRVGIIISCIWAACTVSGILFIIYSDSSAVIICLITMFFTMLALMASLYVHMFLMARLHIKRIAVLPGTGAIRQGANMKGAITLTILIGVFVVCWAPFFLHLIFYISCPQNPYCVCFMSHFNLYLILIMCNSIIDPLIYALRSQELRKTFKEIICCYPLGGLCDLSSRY
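material = U2OS cells stably expressing human melanocortin 4 receptor (MC4R) | also added = Melanotan II challenge | dosing = single nominal compound dose of 6.5 µM | detection = TR-FRET with Eu-cAMP and labeled anti-cAMP, 671 nm | replication = singlicate | timing = compound 30 min, challenge 1 h, detection 1 h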
TLR9-MyD88 block = TLR9-MyD88 interaction inhibition | CHO BLA complementation TLR9-MyD88, CCF4 FRET ratio | AID 504734 | inhibition, % at 4.98 µM | 340,000 compounds, 0.21% hits;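 active means inhibition above the mean over all tested compounds plus 3 SD, cut at about 21% in these data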;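 further: 0% = DMSO only wells and 100% = clavulanate BLA inhibitor control wells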
NOD2-RIPK2 inh = NOD2-RIPK2 protein interaction inhibition. O43353. CHO BLA complementation NOD2-RIPK2, CCF4 ratio. inhibition, % at 4.98 µM. 360,000 compounds, 0.38% hits; in the data active means inhibition above about 21%;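 further: 0% = vehicle only and 100% = reference blocker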
Target sequence (O43353 whole entry, looked up): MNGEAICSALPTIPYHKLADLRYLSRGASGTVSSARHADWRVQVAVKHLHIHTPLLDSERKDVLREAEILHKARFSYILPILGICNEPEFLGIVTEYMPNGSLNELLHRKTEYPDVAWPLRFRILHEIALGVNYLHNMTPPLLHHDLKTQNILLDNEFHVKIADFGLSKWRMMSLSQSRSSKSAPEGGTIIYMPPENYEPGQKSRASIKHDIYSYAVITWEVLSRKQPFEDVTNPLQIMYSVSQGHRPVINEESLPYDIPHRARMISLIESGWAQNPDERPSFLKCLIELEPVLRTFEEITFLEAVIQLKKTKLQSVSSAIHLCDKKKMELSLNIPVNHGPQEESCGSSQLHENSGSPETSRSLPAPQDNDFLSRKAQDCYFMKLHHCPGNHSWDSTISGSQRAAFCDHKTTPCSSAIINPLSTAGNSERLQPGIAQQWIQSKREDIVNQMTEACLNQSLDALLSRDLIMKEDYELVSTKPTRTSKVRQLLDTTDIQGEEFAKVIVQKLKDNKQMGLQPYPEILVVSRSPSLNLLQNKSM
MC4R barr agon = human MC4R agonism via beta-arrestin | P32245 | activation, % at 8.9 µM | AID 540308 | 360,000 compounds, 0.98% hits | U2OS MC4R beta-arrestin complementation, luminescence; percent of melanotan II response, DMSO zero;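 active means activation above a per-plate cutoff, the mean activation of sample wells on that plate plus 3 SD, cut at about 8% in these data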
ABHD5-PLIN5 inh = ABHD5-PLIN5 protein interaction inhibition. Q00G26+Q8WTS1. Split G. princeps luciferase complementation, luminescence, 4 h. inhibition, % at 4 µM. 360,000 compounds, 0.78% hits;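 active means inhibition above the mean inhibition across every tested compound plus 3 SD, cut at about 22% in these data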;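 further: 0% = DMSO only wells and the 100% control is not disclosed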
Exocytosis inh = lytic granule exocytosis inhibition. TALL-104 LAMP-1 surface exposure, flow cytometry; cells stimulated with thapsigargin and PMA. inhibition, % at 10 µM. 360,000 compounds, 0.66% hits;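 active means inhibition above about 55%, limit read from the data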
ABCB6 inh 2 = human ABCB6 transporter inhibition | 360,000 compounds, 0.19% hits | K562-ABCB6 porphyrin accumulation, flow cytometry, 1 h; stronger effect = lower value | fluorescence ratio to DMSO, % at 10 µM | AID 602162 | Q9NP58;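 active means fluorescence ratio to DMSO below 75%, the collection mean minus 3 SD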;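 further: signal is porphyrin accumulated inside mitochondria; 100% equals median channel fluorescence of DMSO control wells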
Starred values were filed as active, the others as inactive; . = no result given. The list is partial. The share of hits here may be higher or lower than overall.

Every second line gives: Vif imaging	aDG glyco up	Glyco luc inh	MC4R antagonist	TLR9-MyD88 block	NOD2-RIPK2 inh	MC4R barr agon	ABHD5-PLIN5 inh	Exocytosis inh	ABCB6 inh 2
COc1ccc(C2CCCN2C(=O)Nc2ccc(C)c(C)c2)cc1OC (stereo unspecified)
  10	0.5	0	10	16	6	-1.7	2	-3	96
OC(COCCOc1ccc(Br)cc1)CN1CCCCC1 (stereo unspecified)
  1	0.0	0	3	-7	0	-2.3	1	-7	93
Cc1occc1-c1nnc(SCC(=O)Nc2ccc(F)cc2)n1Cc1ccccc1
  -4	0.6	-5	0	-3	-9	-0.8	6	-1	89
CN1CCN(S(=O)(=O)c2cccc(C(=O)NCCOc3ccccc3)c2)CC1
  0	-0.3	-1	13	2	2	1.1	0	2	91
Cc1cccc(-n2c(O)c(C=Nc3cc(O)ccc3C)c3ccccc3c2=O)n1
  1	-0.1	16	31*	11	-6	0.6	-3	4	94
COc1ccc(/C=C2\SC(=S)N(CCC(=O)Nc3ccc(O)cc3)C2=O)cc1
  -2	0.0	-2	14	2	1	8.1	-1	1	96
COc1cccc(CNC(=O)CCC2CCCN(Cc3ccc4c(c3)CCO4)C2)c1 (stereo unspecified)
  -4	0.1	0	4	-9	-11	1.0	-10	2	96
CCN(CC)S(=O)(=O)c1cccc(-c2nnc(SC(C)C#N)n2Cc2ccccc2)c1 (stereo unspecified)
  4	0.2	0	1	-6	-1	-2.1	-5	3	101
Oc1nc(-c2ccc(Cl)cc2)n2ccncc12
  -8	-0.2	2	-23	-10	-2	-1.5	-1	0	103
COc1ccc(C(CC(=O)N2CCCC(C)C2)c2c(OC)cc(OC)c3c(-c4ccccc4)cc(=O)oc23)cc1 (stereo unspecified)
  0	-0.4	-6	14	-1	4	-1.7	-3	-1	101
CCOc1ccc(C)cc1S(=O)(=O)Nc1ccc(Cl)cn1
  -15	0.0	2	0	2	8	-0.2	-2	1	99
CC(CNC(=O)C1CCCN(S(=O)(=O)N2CCOCC2)C1)c1ccccc1 (stereo unspecified)
  0	0.5	-1	-2	5	-3	-1.3	3	0	98
O=C(Cc1ccc(NC(=O)C2CCN(C(=O)c3ccccc3)CC2)cc1)Nc1cccc(C(=O)N2CCCCC2)c1
  -14	0.0	1	3	-13	-2	-0.7	10	-10	89
CC(=NCCCn1ccnc1)c1c(O)n(Cc2ccccc2)c(=O)[nH]c1=O
  1	0.0	-2	7	-8	1	-0.7	6	5	104
Clc1ccccc1OCCCCN1CCCCC1
  -4	0.0	2	-6	0	0	0.6	1	-8	104
Cc1cccc(CCN(C(=O)c2csnn2)C(C(=O)NC2CCCC2)c2ccco2)c1 (stereo unspecified)
  -9	0.0	-4	18	-11	-8	0.2	0	52	97
O=C1CNC(=O)/C(=C/c2cccs2)N1
  5	-0.1	3	-3	2	2	-2.3	4	-1	104
CCOC1(OCC)N=C(N)C2(C#N)C(c3cccc(C)c3)C12C#N (stereo unspecified)
  -13	-0.1	1	11	-12	-9	0.8	2	-2	104
COc1ccc(CNC(=S)Nc2ccc(F)c(Cl)c2)cc1OC
  -7	0.4	0	-2	5	12	2.0	0	1	90
CC(=O)c1c(C)[nH]c(C(=O)OCCCCN2C(=O)c3ccccc3C2=O)c1C
  -17	6.9*	0	1	-7	-9	0.0	0	8	89
COc1ccc(CCNC(=O)CNC(=O)N2CC(=O)Nc3ccccc32)cc1
  .	-0.1	8	11	-4	-10	1.2	4	3	105
CC(=O)c1c(N2CCC(C(N)=O)CC2)nc(=S)n(-c2ccccc2)c1C
  3	0.0	1	11	3	-4	-1.0	0	5	98
COc1ccc(OC)c(N(C)S(=O)(=O)c2ccc3c(c2)N(C(C)=O)CCO3)c1
  -1	0.1	0	1	6	0	-1.6	3	1	106
CC(C)C[C@H]1CN([C@@H](Cc2ccc(O)cc2)CN2CCC[C@@H]2CN2C(=S)NC[C@@H]2Cc2ccccc2)C(=S)N1CC1CCCCCC1
  15	1.3	-11	.	.	0	.	-1	8	101
COc1ccc(NC(=O)c2ccc(S(=O)(=O)N(C)c3ccccc3)cc2)cc1S(=O)(=O)N1CCOCC1
  -14	-0.1	-2	2	2	0	-1.7	-1	1	95
Fc1cccc(Cc2c(-c3ccccc3)nc3c4ccccc4ccn23)c1
  .	0.8	.	.	.	7	.	-1	-4	116
COC(=O)c1ccc2[nH]c([C@H](C)O)c([C@H](C)O)c2c1
  7	-0.2	-4	5	1	1	0.9	2	-1	138
Cc1c(OCC(=O)NC(Cc2ccc(Cl)cc2)C(=O)O)ccc2c3c(c(=O)oc12)CCCC3 (stereo unspecified)
  6	0.4	0	12	-7	0	1.5	-3	-2	99
C/C(=N\NC(=O)c1cccc(N/N=C(\C)c2ccncc2)c1)c1ccncc1
  10	0.0	-2	-11	1	-11	-0.5	-2	1	93
CN(Cc1c(C(=O)N/N=C/c2ccc(O)cc2)nnn1-c1nonc1N)C1CCCCC1
  -1	-0.1	7	5	2	3	1.5	-1	4	99

New compounds follow
Every second line gives: Vif imaging	aDG glyco up	Glyco luc inh	MC4R antagonist	TLR9-MyD88 block	NOD2-RIPK2 inh	MC4R barr agon	ABHD5-PLIN5 inh	Exocytosis inh	ABCB6 inh 2
COc1ccc(/C=N/NC(=O)c2cccnc2)cc1CN1CCCc2ccccc21
  2	-0.2	-3	18	-3	5	0.2	6	-1	96
COCCCN1C(=O)c2ccc(C(=O)OCC(=O)N(C)c3ccccc3)cc2C1=O
  -5	0.0	1	4	.	4	2.4	-2	0	91
OCCC1CN(Cc2ccccc2OC2CCCC2)CCN1Cc1ccsc1 (stereo unspecified)
  1	-0.3	-4	0	2	5	0.7	6	-1	100
Cc1nc2ccc(-c3ccccc3)cc2o1
  -2	0.7	2	8	-15	0	-1.5	6	1	96
Cc1cccc(-c2ncc(CN3CCCC(CO)(Cc4ccccc4C)C3)cn2)c1 (stereo unspecified)
  -4	1.4	-1	1	-13	4	5.8	0	3	96
CN(C)/C(=N\S(=O)(=O)c1ccc(Br)cc1)c1ccccc1
  0	0.3	0	17	-6	-10	1.2	-2	-2	104
COc1ccc(CNC(=O)c2sc3nc4c(c(C(F)(F)F)c3c2N)CCC4)cc1OC
  -2	0.1	-2	19	-7	2	-0.6	-1	0	104
Cc1cc(C(=O)NC2CCN(Cc3ccccc3)CC2)n[nH]1
  -7	-0.1	0	8	0	-3	-1.5	-4	2	98
O=C(CCNS(=O)(=O)c1cccc2nonc12)NCc1cccs1
  -3	0.0	0	-3	-5	0	-0.8	-9	-7	102
O=C(CN1C(=O)C2CC=CCC2C1=O)Nc1ccc(F)cc1F (stereo unspecified)
  7	-0.4	0	2	11	-7	-0.8	0	2	102
O=C(COC(=O)c1cccc(S(=O)(=O)N2CCOCC2)c1)NCCc1ccccc1
  25	1.6	1	4	0	-7	-1.9	-8	4	96
OC(c1cccc(Cl)c1)c1ncc(-c2ccc3ccccc3c2)[nH]1 (stereo unspecified)
  .	0.3	-1	4	.	12	2.3	-4	-1	98
O=C(CSc1ncnc2sccc12)Nc1ccccc1F
  5	0.0	1	8	-11	2	-1.1	0	1	102
CC(C)(C)c1cc2cccnc2n1Cc1cccc(Cl)c1
  7	3.1	-2	10	-2	-1	-1.9	-4	-5	98
CCCOC(=O)c1c(NC(=O)CCCn2nc([N+](=O)[O-])cc2C)sc(C(=O)OC)c1C
  -1	0.1	0	12	-6	1	1.8	2	-3	101
COc1cccc(/C=N/NC(=O)c2oc3nc(-c4ccccc4)cc(-c4ccco4)c3c2N)c1
  -2	0.3	1	2	2	5	0.9	0	-6	111
O=C(Nc1ccccc1SCC1CSc2nc3ccccc3c(=O)n21)c1cccc(Cl)c1 (stereo unspecified)
  -8	0.3	-10	4	4	-5	-1.2	7	2	92
COC(=O)c1ccccc1NS(=O)(=O)c1ccc2c(c1)oc(=O)n2C
  1	0.0	-2	-3	-8	-4	0.5	-1	0	99
CCC(=O)Nc1cc(NC(=O)CSc2nnc(C(C)C)n2CC)ccc1C
  .	-0.2	2	6	9	-5	-2.4	-5	0	89

Quoted from the listing, 4 compounds:
Every second line gives: Vif imaging	aDG glyco up	Glyco luc inh	MC4R antagonist	TLR9-MyD88 block	NOD2-RIPK2 inh	MC4R barr agon	ABHD5-PLIN5 inh	Exocytosis inh	ABCB6 inh 2
COc1cccc(/C=N/NC(=O)c2oc3nc(-c4ccccc4)cc(-c4ccco4)c3c2N)c1
  -2	0.3	1	2	2	5	0.9	0	-6	111
O=C(Nc1ccccc1SCC1CSc2nc3ccccc3c(=O)n21)c1cccc(Cl)c1 (stereo unspecified)
  -8	0.3	-10	4	4	-5	-1.2	7	2	92
COC(=O)c1ccccc1NS(=O)(=O)c1ccc2c(c1)oc(=O)n2C
  1	0.0	-2	-3	-8	-4	0.5	-1	0	99
CCC(=O)Nc1cc(NC(=O)CSc2nnc(C(C)C)n2CC)ccc1C
  .	-0.2	2	6	9	-5	-2.4	-5	0	89

Another view of some results above.
O=C(CSc1ncnc2sccc12)Nc1ccccc1F
  Vif imaging: 5; aDG glyco up: 0.0; Glyco luc inh: 1; MC4R antagonist: 8; TLR9-MyD88 block: -11; NOD2-RIPK2 inh: 2; MC4R barr agon: -1.1; ABHD5-PLIN5 inh: 0; Exocytosis inh: 1; ABCB6 inh 2: 102

Cc1nc2ccc(-c3ccccc3)cc2o1
  Vif imaging: -2; aDG glyco up: 0.7; Glyco luc inh: 2; MC4R antagonist: 8; TLR9-MyD88 block: -15; NOD2-RIPK2 inh: 0; MC4R barr agon: -1.5; ABHD5-PLIN5 inh: 6; Exocytosis inh: 1; ABCB6 inh 2: 96
